TDP1 cell noCPT: qHTS for Inhibitors of human tyrosyl-DNA phosphodiesterase 1 (TDP1): qHTS in cells in absence of CPT | AID 686978, 2013 | 420,000 compounds, 15% hits | Potency, µM (doses to about 46.2 µM), inactives show top-dose activity change, negative = growth inhibition, hits mostly inhibitors | DT40 Tdp1-/- hTDP1 cells, no CPT, ATP luminescence, 48 h; note: nearly all actives have a fitted effect of over 55% in size
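Readout: luminescence from CellTiter-Glo after 30 min in the dark at RT. Cells: DT40 Tdp1-/- with stable hTDP1, 400/well. Exposure: compounds alone, ≥48 hr, 37 °C.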
DT40 TDP1 CPT: DT40-hTDP1 cell growth loss with CPT; chicken DT40 Tdp1-/-;hTDP1 cells + 20 nM CPT, ATP luminescence, 48 h; Potency, µM (top dose mostly 46.2 µM), without a hit: at the highest dose activity change, negative = growth inhibition, most hits filed as inhibitors; 420,000 compounds, 12% hits; note: nearly all actives have a fitted effect of over 55% in size
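Chicken DT40 Tdp1-/- cells complemented with human TDP1, 400 cells/well, exposed to compounds plus 20 nM camptothecin for at least 48 h at 37 C; viability read as ATP content by CellTiter-Glo luminescence.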
KAT2A inh: blocks human GCN5L2 histone acetyltransferase. GCN5L2 HAT assay, ThioGlo1 CoA-SH fluorescence. Potency, µM (doses to about 58.9 µM), inactives show at the highest dose activity change, negative = inhibition, hits mostly inhibitors. 390,000 compounds, 0.21% hits
Target sequence (Q92830 whole entry, looked up): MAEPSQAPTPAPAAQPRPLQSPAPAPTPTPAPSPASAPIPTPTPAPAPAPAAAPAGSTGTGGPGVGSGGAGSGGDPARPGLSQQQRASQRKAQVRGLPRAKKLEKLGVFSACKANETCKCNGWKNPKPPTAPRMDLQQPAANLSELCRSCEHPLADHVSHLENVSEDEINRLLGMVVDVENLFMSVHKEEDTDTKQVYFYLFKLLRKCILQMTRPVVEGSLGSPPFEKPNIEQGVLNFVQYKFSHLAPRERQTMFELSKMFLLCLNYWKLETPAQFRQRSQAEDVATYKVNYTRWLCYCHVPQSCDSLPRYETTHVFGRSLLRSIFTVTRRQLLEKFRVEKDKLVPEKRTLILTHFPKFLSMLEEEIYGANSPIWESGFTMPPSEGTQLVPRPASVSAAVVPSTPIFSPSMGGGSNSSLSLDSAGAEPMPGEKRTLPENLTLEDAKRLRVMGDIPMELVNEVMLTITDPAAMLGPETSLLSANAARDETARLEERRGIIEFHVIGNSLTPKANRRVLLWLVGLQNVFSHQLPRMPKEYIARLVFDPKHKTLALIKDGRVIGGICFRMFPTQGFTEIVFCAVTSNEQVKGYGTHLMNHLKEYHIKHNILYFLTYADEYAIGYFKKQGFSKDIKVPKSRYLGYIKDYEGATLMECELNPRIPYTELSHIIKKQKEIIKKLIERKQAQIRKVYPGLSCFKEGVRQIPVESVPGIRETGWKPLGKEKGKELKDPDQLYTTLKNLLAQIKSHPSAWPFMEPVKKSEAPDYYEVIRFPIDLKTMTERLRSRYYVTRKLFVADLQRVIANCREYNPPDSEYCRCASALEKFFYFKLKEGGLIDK
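Fluorescence readout, Ex340nm/Em540nm: ThioGlo1 (50uM final) reacts with free CoA thiol released as 20nM GCN5L2 acetylates H3(1-25) peptide (75uM) using acetyl-CoA (70uM). Compound and enzyme sat 15 min beforehand; 20 min room-temperature reaction.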
* marks the source's active call; other numbers are inactive results; u = inconclusive; x = no result given; & = joins results of further samples. Calls come from the whole dose curve; as a rule, active = well fitted curve in the direction sought with a large enough effect; inconclusive = small, poorly fitted or top-dose-only effect, or another doubt; inactive = no such curve, though single readings can be large; an effect the other way counts as inactive or inconclusive. % is set by controls: 0 for no effect and ±100 for the full control effect; potency is the fitted concentration of half-maximal effect.

SMILES	TDP1 cell noCPT	DT40 TDP1 CPT	KAT2A inh
O=C1c2ccccc2C(Nc2ccc(S(=O)(=O)N3CCCCCC3)cc2)N1Cc1ccco1 (stereo unspecified)	16µM*	21µM*	-9%
Cc1cc(NC(=O)c2ccccc2Oc2ccccc2)no1	-29%	-15%	1%
CC(C)CCNc1ncnc2c1cnn2Cc1ccccc1Cl	u	29µM*	-1%
COc1ccc(C(=O)Nc2ccc3oc(-c4cccnc4)nc3c2)cc1	u	-29%	-13%
CNc1oc(C)nc1S(=O)(=O)c1ccc(C)cc1	-16%	-1%	u
CCOC(=O)c1c(NC(=O)c2nn(C)cc2[N+](=O)[O-])sc(C)c1C	6%	-5%	u
CN1CCN(NC(=O)/C=C/c2cccc(Cl)c2)CC1	17%	4%	-7%
Cn1c(=O)cc(NCc2ccccc2)[nH]c1=O	1%	0%	0%
CN(c1cc(=O)n2ccccc2n1)C1CCCCC1	u	u	-5%
CCCCCNC(=O)C(CCc1ccccc1)n1c(=O)c(-c2cc3ccccc3[nH]2)nc2ccccc21 (stereo unspecified)	u	u	x
O=C(Nc1ccc(-c2n[nH]c(=S)o2)cc1)c1ccccc1Cl	-20%	-4%	-9%
CCn1cc(/C=C/C(=O)Nc2ccn(Cc3c(F)c(F)cc(F)c3F)n2)cn1	12µM*	u	-1%
COCCCNC(=O)c1ccc(CS(=O)(=O)c2ccccc2C)o1	19%	-8%	18%
COCCN1Cc2cccc(C(=O)NCc3ccc4c(c3)OCO4)c2C1=O	8%	0%	-3%
COc1ccccc1OCCC(=O)OCC(=O)NCc1ccccc1	-8%	-3%	-18%
O=C(NCc1ccccc1)c1cc(C2COCCN2S(=O)(=O)c2cccs2)on1 (stereo unspecified)	-10%	-1%	x
N#Cc1sc(C(N)=O)c(-c2ccccc2)c1-c1ccccc1	-27%	-28%	-5%
COc1ccccc1CN1CCC2(CC1)CCN(S(=O)(=O)c1ccccc1)CC2	u	0%	10%
O=C(Nc1ccccc1N1CCCCC1)C1=COCCO1	12µM*	u	-1%
COc1ccc2cc3c(nc2c1)OCC3	-8%	-2%	-3%
COc1ccc2c(c1)C(c1ccc(Cl)cc1)NC(=O)C2 (stereo unspecified)	-29%	u	1%
Cn1cccc1-c1nc2ccc(NC(=O)c3ccco3)cc2[nH]1	u	u	-6%
CSc1ccc(CCNC(=O)CN2C(=O)c3cccnc3Oc3ccc(C)cc32)cc1	29µM*	u	-3%&-11%
COCCNC(=O)[C@H]1C[C@@H]1[C@H](NP(=O)(c1ccccc1)c1ccccc1)c1ccccc1	u	u	2%
Oc1c(C=Nc2ccc(Cl)cn2)sc2ccccc12	-29%	-8%	2%
CCn1c(=N)c(C(=O)NCc2ccccc2)cc2c(=O)n3cc(C)ccc3nc21	2%	-3%	0%
CCNc1nc(NCC)nc(C(=O)OCCO)n1	-11%	12%	0%
O=S(=O)(c1ccccc1)N1CCC(n2nnc3cc(F)ccc32)CC1	-14%	u	-14%
Oc1ccccc1/C=N/N1CCN(c2ccccn2)CC1	-8%	2%	-2%
CC(=O)Nc1ccc(CN2CCN(c3cccc(C(F)(F)F)c3)CC2)cc1	-7%	u	-3%
CCc1nn2c(=O)cc(COC(=O)C(c3ccccc3)c3ccccc3)nc2s1	-14%	-11%	-5%
CC(CCc1ccccn1)C(=O)C(C)CCc1ccccn1 (stereo unspecified)	u	u	x
COc1ccccc1-c1cc(-c2ccc(C)cc2)nc(SCc2nnc(-c3ccccc3)o2)c1C#N	u	-13%	-6%
Cc1cc(/N=C/C=C2/N(C)c3ccccc3C2(C)C)n(CCC#N)n1	6.5µM*	8.2µM*	x
CCOc1ccc(C(=O)NC(C(=O)N2CCC2)C(C)C)cc1 (stereo unspecified)	-29%	-22%	-11%
CC(O)(c1ccccc1)c1ccc2ccccc2n1 (stereo unspecified)	-7%	-2%	x
CCOc1ccc(N(C)S(=O)(=O)c2ccc3c(c2)C(C)(C)C(=O)N3C)cc1	u	u	14%
COc1ccc(-c2cc3ncc(C(C)=O)c(C)n3n2)cc1	-12%	-3%	-4%
CO/N=C(/CNC(=O)c1ccc(F)cc1)c1ccc(Cl)cc1	u	u	-7%
CN(C)c1ccc(C(CNC(=O)c2ccc(C(C)(C)C)cc2)N2CCOCC2)cc1 (stereo unspecified)	21µM*	16µM*	-7%

Entries shown so far with a halogen, in the order listed:
SMILES	TDP1 cell noCPT	DT40 TDP1 CPT	KAT2A inh
CC(C)CCNc1ncnc2c1cnn2Cc1ccccc1Cl	u	29µM*	-1%
CN1CCN(NC(=O)/C=C/c2cccc(Cl)c2)CC1	17%	4%	-7%
O=C(Nc1ccc(-c2n[nH]c(=S)o2)cc1)c1ccccc1Cl	-20%	-4%	-9%
CCn1cc(/C=C/C(=O)Nc2ccn(Cc3c(F)c(F)cc(F)c3F)n2)cn1	12µM*	u	-1%
COc1ccc2c(c1)C(c1ccc(Cl)cc1)NC(=O)C2 (stereo unspecified)	-29%	u	1%
Oc1c(C=Nc2ccc(Cl)cn2)sc2ccccc12	-29%	-8%	2%
O=S(=O)(c1ccccc1)N1CCC(n2nnc3cc(F)ccc32)CC1	-14%	u	-14%
CC(=O)Nc1ccc(CN2CCN(c3cccc(C(F)(F)F)c3)CC2)cc1	-7%	u	-3%
CO/N=C(/CNC(=O)c1ccc(F)cc1)c1ccc(Cl)cc1	u	u	-7%

Other records
SMILES	TDP1 cell noCPT	DT40 TDP1 CPT	KAT2A inh
O=C(Nc1cccc2cccnc12)c1csc(COCCO)n1	13µM*	23µM*	x
CCOc1ccc(NC(=O)Cn2nnc(C(=O)Nc3ccc(OCC)cc3)c2N)cc1	-24%	4%	0%
COC(=O)Cc1c(O)ccn(C2CC2)c1=O	-3%	0%	15%
CCCCC1Cc2[nH][nH]c(=O)c2C(c2ccc(F)cc2)O1 (stereo unspecified)	u	u	x
O=C(CNC(=O)[C@@H]1Cc2ccccc2CN1)Nc1ccc2c(c1)OCO2	11%	-13%	-10%
CN(C(=O)NC1CCCCC1)[C@H]1C[C@H]2c3[nH]c4ccccc4c3CCN2C(=O)[C@H]1CO	-29%	-24%	x
Cc1ccc2c(CC(=O)Nc3sccc3C(N)=O)coc2c1	-12%	-18%	-7%
CCCNC(=O)c1ccc(CNc2c(N3CCC(C(=O)OCC)CC3)c(=O)c2=O)cc1	2%	2%	-10%
COc1ccccc1NC(=O)CCCOc1cc(=O)n(C)c2ccccc12	21µM*	u	-4%
CC(C)c1ccc2c(c1)-c1ccccc1S(=O)(=O)N2CC(=O)N1CCCCC1	u	u	-1%
Cc1cc(NC(=O)CSc2nnc(-c3ccncc3)n2-c2ccc(F)cc2)no1	-1%	15%	2%
Cc1ccccc1NC(=O)c1ccc2nc(N3CCOCC3)sc2c1	15µM*	18µM*	-1%
O=C(Nc1ccc(Cl)cc1F)C1CCN(S(=O)(=O)c2cccnc2)CC1	u	u	0%
COCCNC(=O)c1nn2cccnc2c1Cl	5%	2%	-7%
COCCNC(=O)c1ccc2c(c1)ncn2-c1cccc(C)c1	u	16µM*	-1%
CCOc1ccc(S(=O)(=O)/N=C(/c2ccccc2)N(C)C)cc1	-6%	u	u
O=C(/C=C/c1cccc2ccccc12)c1ccncc1	15µM*	21µM*	-5%
CC(C)(C)NC(=O)C1(C)CCC(=O)N1CC(F)(F)F (stereo unspecified)	15%	0%	x
CCOc1ccc(NC(=O)CN2CCN(CC(=O)Nc3ccccc3OC)CC2)cc1	u	u	1%
COc1cc(C2c3c(-c4ccccc4O)n[nH]c3C(=O)N2Cc2ccco2)cc(OC)c1OC (stereo unspecified)	0%	-6%	-20%
O=C(CCCl)N1CCN(c2nc(-c3ccccc3)cs2)CC1	16µM*	u	-1%
C=Cn1cc(CNC[C@H]2O[C@@H](n3cnc4c(=O)[nH]c(N)nc43)[C@H](O)[C@@H]2O)c(C)n1	16%	-2%	x
CCCn1c(N)c(C(=O)CSc2nnc(-c3cccs3)n2C2CC2)c(=O)[nH]c1=O	-9%	-8%	-3%
CS(=O)(=O)Nc1ccc(C2=NN(C(=O)c3ccccc3)C(c3cccs3)C2)cc1 (stereo unspecified)	u	u	-3%
Cc1cnc(CNc2cc(-c3cccc(C#N)c3)ncn2)cn1	-11%	-10%	-11%
CC(=O)Nc1nnc(SCC(=O)Nc2nc(C)cs2)s1	6%	6%	-13%
COc1ccc(NC(=O)c2nc[nH]c2C(=O)NCC(=O)OC(C)(C)C)cc1	u	u	-16%
CCOC(=O)C1CCCN(C(=O)c2cc3ccc(OC)cc3[nH]2)C1 (stereo unspecified)	u	0%	-2%
O=C(Nc1ccccc1)C1=C[C@H](C2CC2)C[C@H](OCCCCO)O1	0%	-11%	0%
N#CC1=C(SCC(=O)Nc2cccc3cccnc23)NC(=O)C(C#N)C12CCCCC2 (stereo unspecified)	-2%	-7%	-18%
Cc1c(CCC(=O)NCC(=O)NCC(=O)O)c(=O)oc2cc3oc4c(c3cc12)CCCC4	21%	1%	-9%
CCOC(=O)C1=CCC(c2cccc(Cl)c2)N(S(=O)(=O)c2ccc(C)cc2)C1 (stereo unspecified)	12µM*	15µM*	x
CCCC(C(=O)NNC(=O)c1ccncc1)c1ccccc1 (stereo unspecified)	-13%	4%	1%
CC(=O)c1ccc(OCc2cc(C(=O)N3CCN(C4CCCC4)C(=O)C3)no2)cc1	u	-21%	x
CCOc1ccc(NC(=O)CN(c2cccc(C(F)(F)F)c2)S(C)(=O)=O)cc1	u	-23%	-2%
CCOc1ccc(S(=O)(=O)Nc2ccccc2C(=O)N/N=C/c2c(OC)ccc3ccccc23)cc1	-28%	-26%	23%
CCC(CO)Nc1ncnc2c1cnn2-c1ccc(Cl)cc1 (stereo unspecified)	-20%	0%	-12%
CCn1cnc2c1c(=O)[nH]c(=O)n2Cc1ccccc1	7%	14%	-28%
CN(C)c1ccc(-c2nnc(-c3ccc(S(=O)(=O)C(F)F)cc3)o2)cc1	u	-13%	3%
CCCCNC(=O)CSc1nc2ccccc2c(=O)n1C1CCCC1	-17%	-18%	-10%

Profiles from above. Screens in order: TDP1 cell noCPT | DT40 TDP1 CPT | KAT2A inh
`CCCn1c(N)c(C(=O)CSc2nnc(-c3cccs3)n2C2CC2)c(=O)[nH]c1=O` reads -9% | -8% | -3%
`O=C(Nc1ccccc1)C1=C[C@H](C2CC2)C[C@H](OCCCCO)O1` reads 0% | -11% | 0%
`CNc1oc(C)nc1S(=O)(=O)c1ccc(C)cc1` reads -16% | -1% | u
`COc1ccccc1OCCC(=O)OCC(=O)NCc1ccccc1` reads -8% | -3% | -18%
`COc1ccc(C(=O)Nc2ccc3oc(-c4cccnc4)nc3c2)cc1` reads u | -29% | -13%

The listing continues:
SMILES	TDP1 cell noCPT	DT40 TDP1 CPT	KAT2A inh
Cc1onc(C(=O)NCCc2ccccc2)c1[N+](=O)[O-]	u	u	21%
O=C(NN=C1CCCCC1)c1ccccc1-n1cccc1	5%	-4%	2%
CCCCCCOc1ccc(NC(=O)CC2C(=O)N(CC)C(=S)N2Cc2ccco2)cc1 (stereo unspecified)	u	u	-16%
Cc1cnc(NC(=O)Nc2ccc(Cl)cc2)s1	u	u	-2%
CC1=C(C)C(C)=C(C#N)C(=C(C#N)C#N)N1	-4%	8%	-13%
COc1cc(/C=N/NC(=O)C(=O)/C=C2\NC(C)(C)Cc3ccccc32)ccc1O	u	u	-8%
N#CCCN(C(=O)COC(=O)CCc1c[nH]c2ccccc12)c1ccccc1	-12%	1%	-20%
O=C(Nc1c(Cl)cc([N+](=O)[O-])cc1Cl)c1cc(Cl)ccc1O	2µM*	2.5µM*	x
COc1ccc(CCN2C(=O)CSC2=S)cc1OC	2.6µM*	2.9µM*	-7%
Cc1cccnc1Nc1ncnc(N)c1[N+](=O)[O-]	-4%	3%	-9%
CCOC(=O)c1cc2c(c(-c3cccc(-c4cc5ccccc5o4)c3)n1)[C@@H](CCO)N(S(=O)C(C)(C)C)C2 (stereo partly specified)	u	-20%	x
Cc1cc(C)n(C(C)CC(=O)NCc2ccc(N(C)C)cc2)n1 (stereo unspecified)	-6%	-17%	3%
CCOc1ccc(N/C(=N/c2nc(C)cc(C)n2)NC(=O)CC)cc1	u	u	-10%
CCCCN(C)CCNC(=O)c1nn(-c2ccc(OC)cc2)c(=O)c2c1c1ccccc1n2C	18µM*	u	-5%&-7%
O=S(=O)(c1ccccc1)N1CCN(C(=S)Nc2ccccc2Cl)CC1	-16%	5%	17%
O=C(NCCO)c1cn(C2CCN(Cc3c(F)cccc3Cl)CC2)nn1	5%	3%	x
CSc1nnc(-c2cccs2)n1C	-16%	4%	-5%
CSc1nsc(SCC(=O)Nc2nc3ccc(C)cc3s2)n1	u	-17%	-9%
O=C(CCCOc1ccccc1)N1CCN(S(=O)(=O)c2ccccc2)CC1	-15%	-13%	0%

These rows are one share of the data; rates above refer to the full screens.
